HIV peptide binding: cell-free HIV fusion peptide-binding blockers – biochemical, uHTS, fluorescence dequenching, primary screen (AID 1986); cell-free peptide binding, fluorescence dequenching, 30 min; higher % means a stronger effect; one-dose inhibition, % at 20 µM; IC50 in µM for titrated hits; 290,000 compounds, 0.3% hits; in the data active = inhibition mostly above about 52%, no sharp cut-off; inactive = mostly below about 76%; note: some results filed as inactive read as strong as hits
GPR55 beta-arrestin: GPR55 agonists via beta-arrestin recruitment, primary screen, imaging, U2OS cells, beta-arrestin-GFP redistribution (AID 1961). one-dose activation, % at 10 µM; EC50 in µM for titrated hits. U2OS GPR55 beta-arrestin-GFP redistribution imaging; higher % means a stronger effect. 290,000 compounds, 0.048% hits;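 active = activation above 40% with more than 50 cells counted in the well; inconclusive = wells holding fewer than 50 cells, flagged as toxic or sparse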;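 note: U2OS osteosarcoma cells stably expressing GPR55 and beta-arrestin-GFP; plate controls were DMSO negative control for no effect and LPI positive control for full effect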
GPR35 antagonists: inhibition of zaprinast-stimulated GPR35 beta-arrestin translocation – imaging, U2OS, beta-arrestin-GFP, zaprinast agonist, primary screen (AID 2058); one-dose inhibition, % at 10 µM; IC50 in µM for titrated hits; 290,000 compounds, 0.052% hits; U2OS GPR35 beta-arrestin-GFP translocation imaging, zaprinast antagonism; higher % means a stronger effect;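 active = inhibition of at least 50% with at least 30 cells and total cytoplasm GFP at most 10,000,000; inconclusive = under 30 cells or total GFP of 10,000,000 plus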
NOD1 inhibition: NOD1 signaling inhibitors, primary screen, cell-based, luminescence, uHTS (AID 1578) | NOD1-driven NF-kB luciferase reporter cells, luminescence; higher % means a stronger effect | inhibition, % at 4 µM, or EC50 in µM where a hit was titrated | 290,000 compounds, 1% hits; in the data active = inhibition mostly above about 36%, no sharp cut-off; inactive = mostly below about 34%;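 note: HEK-293T reporter cells stimulated with the NOD1 agonist gamma-tri-DAP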
KOR beta-arrestin-1: KOR antagonists, beta-arrestin recruitment, cell-based, luminescence, uHTS (AID 1778) | inhibition, % at 10 µM, or IC50 in µM where a hit was titrated | 290,000 compounds, 0.091% hits | KOR beta-arrestin recruitment, luminescence, antagonist mode; higher % means a stronger effect; note: strong numbers were not always called active
GPR55 LPI antagonism: inhibition of LPI-stimulated GPR55 beta-arrestin translocation – imaging, U2OS, beta-arrestin-GFP, LPI agonist, primary screen (AID 2013). U2OS GPR55 beta-arrestin-GFP translocation imaging, LPI antagonism; higher % means a stronger effect. 290,000 compounds, 0.13% hits. one-dose inhibition, % at 10 µM; IC50 in µM for titrated hits;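 active = spots per cell inhibited over 60%, with over 100 cells counted and total cytoplasm intensity under 500,000; inconclusive = wells with under 100 cells, flagged as likely toxic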;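 note: U2OS cells stably carrying GPR55 and arrestin-GFP stimulated by 5 µM LPI near EC80; imaged beta-arrestin-GFP aggregate spots per cell after agonist stimulation; plate controls were LPI-stimulated DMSO wells for no effect and DMSO wells without LPI for full effect; some results filed as inactive read as strong as hits; confirmed hits need IC50 under 10 µM and bright autofluorescent wells are also inconclusive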
NOD2 inhibition: inhibition of NOD2-driven NF-kB reporter – cell-based, luminescence, uHTS, HEK293 (AID 1566). one-dose inhibition, % at 4 µM; EC50 in µM for titrated hits. 290,000 compounds, 0.63% hits. HEK293 NOD2/NF-kB luciferase reporter, luminescence; higher % means a stronger effect; note: many of its hits are not listed in these tables
KOR beta-arrestin-2: KOR agonists, beta-arrestin recruitment, primary screen, cell-based, luminescence, uHTS (AID 1777). KOR beta-arrestin recruitment, luminescence; higher % means a stronger effect. activation, % at 10 µM, or EC50 in µM where a hit was titrated. 280,000 compounds, 0.02% hits; in the data active = activation above about 50%, passing the limit was not always enough; note: a part of the inactive calls stands beside numbers as strong as those of hits
Myeloid diff 2: compounds promoting myeloid differentiation | ER-HoxA9 myeloid progenitors, lysozyme-GFP differentiation, flow cytometry | calls only at 10 µM | 360,000 compounds, 1% hits | AID 624256;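 active = normalized GFP-positive differentiation at or above the plate's own cutoff, the solvent-only control mean plus 3 SD; inconclusive = no clear call, values can overlap the other calls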;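 note: cells exposed to compound for four days before flow analysis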
Myeloid diff 2 GFP+ MAC1+ %: further read-out of Myeloid diff 2, marked with its call; GFP+ MAC1+ double positive, %; measured here: differentiation confirmed by MAC1 staining
* hit, by the source's call; i = inactive; ? = inconclusive; / = not tested or not shown; [ ] = another dose, or the depositor's remark. Cut-off read from the data, not from the text of the source, unless noted: active = inhibition above about 50%; inactive = the rest.

SMILES | HIV peptide binding | GPR55 beta-arrestin | GPR35 antagonists | NOD1 inhibition | KOR beta-arrestin-1 | GPR55 LPI antagonism | NOD2 inhibition | KOR beta-arrestin-2 | Myeloid diff 2 | Myeloid diff 2 GFP+ MAC1+ %
Nc1nc(SCC(=O)Nc2ccc(OC(F)(F)F)cc2)[nH]c(=O)c1NC(=O)c1ccc(Br)o1 | 1.1% | 0.0% | -8% | -22% | 0% | 9% | 2% | 5.0% | i | 0.8
CNC(=O)CSc1nc2nc(C)cc(C)n2n1 | 0.2% | 0.0% | 14% | 0% | 3% | 0% | 4% | 4.6% | i | 0.9
Cn1c(=O)n(CCc2ccccc2)c(=O)c2c1ncn2Cc1ccccc1 | 0.4% | 0.2% | -10% | -6% | 20% | 13% | 8% | 1.1% | i | 1.1
CCOC(=O)c1ccccc1NC(=O)COC(=O)C(CC(C)C)NC(N)=O (centres undefined) | 0.9% | 0.2% | -2% | -28% | 8% | 76% | 7% | -0.7% | i | 0.1
O=C(COC(=O)c1ccc2c(c1)OCCO2)NCc1ccccc1 | 1.3% | 0.3% | -8% | -12% | -20% | -4% | -2% | 2.4% | i | 0.6
COc1ccc(OC)c(NC(=O)c2nc(S(=O)(=O)Cc3ccccc3)ncc2Cl)c1 | -1.3% | -0.1% | 7% | 37% | 46% | 4% | 18% | 4.7% | ? | /
Cc1cc2nc(C)n(CCCNC(=O)Nc3cccc4ccccc34)c2cc1C | 1.6% | 0.3% | 3% | 15% | -22% | 11% | 20% | 0.5% | i | 4.6
Cc1cccc(NC(=S)NNC(=O)c2ccc(Br)o2)c1 | 2.3% | -0.2% | 8% | -24% | -15% | 10% | 0% | -0.1% | i | 4.6
N/C(CSc1ccc(Cl)cc1)=N\NC(=O)c1ccncc1 | -1.6% | 0.2% | 4% | 45% | -12%[20 µM] | -5% | -4% | -1.7% | i | 0.6
CCOC(=O)CCCN1CC(O)=C(c2nc(-c3ccc(Cl)cc3)cs2)C1=N | -3.0% | 0.6% | -18% | -3% | -8% | 3% | 13% | -3.2% | i | 0.8
COC(=O)c1c(C)[nH]c(C=O)c1-c1ccccc1 | -2.0% | -0.1% | 3% | -15% | 10% | 8% | -29% | 2.4% | i | 0.6
COc1ccc(CS(=O)(=O)CC2(O)CCN(C(=O)c3cccc(C(F)(F)F)c3)CC2)cc1 | -0.5% | -0.3% | 10% | -30% | 2% | 1% | 7% | -2.9% | i | 0.4
Cc1nc(Nc2ccncc2)c2oc3ccccc3c2n1 | 0.2% | -0.2% | -2% | 20% | -45% | -3% | -24% | 3.6% | i | 7.0
Cc1cccc(OCCCC(=O)N2CCCCCC2)c1C | 2.0% | -0.1% | 7% | -1% | -18%[20 µM] | 18% | 4% | 2.9% | i | 0.4
Cc1cc[n+](C(C)C(=O)c2ccc(Cl)cc2)cc1 (centres undefined) | -0.9% | 0.4% | -1% | -17% | -15% | 2% | 10% | -0.8% | / | /
CC1CCN(S(=O)(=O)c2ccc3ncn(CC(=O)N(C)Cc4ccccc4)c(=O)c3c2)CC1 | 0.6% | -0.1% | 4% | 12% | 3% | 10% | 8% | -2.2% | i | 0.4
CCCOC(=O)c1ccc(NC(=O)c2ccccc2OC)cc1 | 0.0% | 0.1% | 5% | -36% | 38% | 2% | 0% | -3.7% | i | 0.2
CCOc1ccc(/C=N/NC(=O)c2cc(-c3ccccc3)nc3ccccc23)cc1O | -0.9% | 0.0% | -12% | -6% | -2% | -13% | 2% | 0.7% | i | 0.5
CNC(=O)/C(=C/c1ccc2c(c1)OCO2)NC(=O)c1ccc(Br)cc1 | -1.4% | 0.1% | -1% | -23% | 0% | 14% | -11% | -1.8% | i | 1.9
COc1ccccc1N1CCN(C(=O)CCc2nnc3ccc(N4CCC(C)CC4)nn23)CC1 | -1.2% | 0.6% | -28% | -15% | -16% | 9% | 25% | -3.2% | i | 0.9
O=C1c2cccc3c([N+](=O)[O-])c(O)cc(c23)C(=O)N1Nc1ccccc1 | 18% | 0.1% | 8% | -28% | -3% | 5% | 14% | -5.0% | i | 0.6
CC(=O)c1c(C)oc2ccc(NS(=O)(=O)c3ccc(O)c(C(=O)O)c3)cc12 | 42% | 0.2% | -4% | -25% | 22% | 10% | 1% | -1.1% | i | 0.7
Nc1nc(Nc2ccccc2)sc1C(=O)c1ccccc1 | -0.5% | -0.1% | -14% | -3% | 12% | -4% | -50% | 1.1% | i | 0.0
COc1ccc(CN(C)C(=O)c2ccc(NS(=O)(=O)c3ccc4[nH]c(=O)[nH]c4c3)cc2)c(OC)c1 | -0.2% | 0.7% | 0% | -28% | -14% | 2% | 0% | 14% | i | 0.2
COc1ccc(CCNC(=O)Cc2ccc3c(c2)OCO3)cc1OC | -0.6% | -0.4% | -1% | 11% | 26% | -5% | 22% | 2.7% | i | 2.4
O=S(=O)(ON(c1ccccc1)S(=O)(=O)c1ccccc1)c1ccccc1 | 3.5% | 0.6% | 1% | 20% | -21% | -8% | 17% | 6.1% | i | 0.8
COc1cc(C(=O)Nc2ccncc2)c([N+](=O)[O-])cc1OC | -0.5% | -0.2% | 22% | 4% | -32% | -4% | -26% | 0.8% | i | 0.7
O=C(Cc1ccc(Br)cc1)Nc1cccc(-c2cn3c(n2)SCC3)c1 | -0.1% | 0.8% | -4% | 41% | -16% | 10% | 41% | 1.1% | i | 0.4
CCn1nc(CC(=O)Nc2nnc(CC(=O)N3CCCCC3)s2)c2ccccc2c1=O | 1.5% | -0.1% | 1% | 13% | -41% | -12% | 0% | 0.5% | i | 0.8
COc1ccc(Br)cc1CN1CCN(C(=O)c2ccc(F)cc2)CC1 | 1.0% | -0.1% | 7% | -11% | -16%[20 µM] | 13% | 18% | / | i | 0.4
COc1ccccc1CNC(=O)CCC(=O)N1CCOc2ccc(C)cc21 | 0.2% | -0.1% | -15% | -23% | 14%[20 µM] | -5% | 3% | -2.8% | i | 5.3
Cc1c(C(=O)Oc2cccc3cccnc23)cccc1[N+](=O)[O-] | 0.2% | 0.0% | -4% | -28% | -14% | -6% | 7% | -0.7% | i | 0.2
COC(=O)CN1C(=O)[C@H]2[C@@H](c3ccc(C)o3)N3C(=O)CN(CC4CC4)C(=O)[C@@]3(C)[C@H]2C1=O | 2.5% | -0.3% | 17% | 14% | -36%[20 µM] | 0% | 10% | -2.6% | i | 0.8
Cc1nnc(SCC(=O)Nc2nc(-c3ccc(F)cc3)cs2)[nH]c1=O | 3.0% | -0.1% | 11% | -36% | 6%[20 µM] | 2% | -10% | / | i | 0.3
COC(=O)Cc1ccc(OCC(=O)Nc2ccc(OC(F)(F)F)cc2)cc1 | 1.3% | 0.5% | -13% | -13% | -10% | 2% | -31% | 10% | i | 0.3
O=C(Nc1ccccc1C(=O)NCC1CCCO1)c1ccccc1F (centres undefined) | -1.8% | 0.0% | -1% | -14% | 20% | 4% | 2% | 1.2% | i | 2.7
COc1ccc(C(=O)C2CCCN(C(=O)c3cccnc3OC)C2)cc1F (centres undefined) | -0.6% | -0.2% | 9% | -46% | 0% | -8% | 10% | 1.7% | i | 0.0
O=C(CSc1nnc(-c2ccncc2)s1)Nc1ccc(Cl)c(C(=O)O)c1 | -0.8% | -0.2% | -6% | -21% | -7% | 5% | -1% | -3.0% | i | 0.6
COCCCN(C(=O)c1ccccc1)c1nc(-c2ccc(OC)cc2)cs1 | 3.3% | 0.8% | 2% | 38% | -22% | 10% | 28% | 5.6% | i | 1.2
NN1C(=O)c2cccc3c(C(=O)O)ccc(c23)C1=O | 0.5% | 0.1% | -7% | -10% | 1% | 15% | 15% | 2.0% | i | 1.2

Looked up above.
O=S(=O)(ON(c1ccccc1)S(=O)(=O)c1ccccc1)c1ccccc1 – HIV peptide binding: 3.5%
O=C(Nc1ccccc1C(=O)NCC1CCCO1)c1ccccc1F (centres undefined) – GPR35 antagonists: -1%

Following part.
SMILES | HIV peptide binding | GPR55 beta-arrestin | GPR35 antagonists | NOD1 inhibition | KOR beta-arrestin-1 | GPR55 LPI antagonism | NOD2 inhibition | KOR beta-arrestin-2 | Myeloid diff 2 | Myeloid diff 2 GFP+ MAC1+ %
CCOCCCNC(=O)Cn1ncc2c(=O)oc3ccccc3c21 | 1.0% | -0.1% | 4% | -14% | 12% | -4% | -8% | -3.6% | i | 1.5
CCN(CC)CCCN1C(=O)C(O)=C(C(=O)c2ccco2)C1c1cc(OC)ccc1OC (centres undefined) | 3.2% | 0.7% | -37% | -7% | -9% | -6% | 11% | -0.8% | / | /
Cc1cc(=O)oc2cc(OCC(=O)Nc3ccccc3C(N)=O)c(Cl)cc12 | 1.3% | -0.1% | -4% | 1% | -22% | -9% | 22% | -3.3% | i | 0.6
CC(C)(C)NC(=O)C1CCN(C(=O)c2ccc(-c3ccccc3)cc2)CC1 | -0.8% | 0.0% | -6% | 12% | -96% | -17% | -12% | 4.7% | i | 1.4
COc1ccc(S(=O)(=O)Oc2ccc(C(=S)N3CCOCC3)cc2OC)cc1 | -0.6% | 0.3% | 13% | 3% | -7% | / | 19% | 0.4% | i | 0.8
O=C(c1ccc2c(=O)n3c(nc2c1)CCCCC3)N1CCN(c2ccc(Cl)cc2)CC1 | 0.6% | 0.5% | -5% | -12% | 2%[20 µM] | 29% | 19% | -2.7% | i | 0.4
COc1ccc(S(=O)(=O)N(CC(=O)NC2CCCCC2)c2ccc(F)cc2)cc1 | 0.5% | 0.0% | 1% | -23% | -21% | -11% | -3% | -0.2% | i | 0.3
Cc1ccc(S(=O)(=O)N2CCN(C(=O)c3nn(C(C)C)c(=O)c4ccccc34)CC2)cc1C | -0.5% | 0.0% | -16% | 18% | -24% | 4% | 0% | 4.2% | i | 0.8
Cc1ccc(NC(=O)CN2C(=O)S/C(=C\c3ccc(-c4cccc(C(=O)O)c4C)o3)C2=O)cc1 | 63%* | 0.3% | 32% | -20% | 6% | 4% | 8% | 0.9% | / | /
O=C(Nc1ccc(C(=O)O)cc1)/C(=C\C=C\c1ccccc1)NC(=O)c1ccc(Br)cc1 | 69% | -0.2% | -20% | 2% | -13% | 12% | 17% | 4.7% | i | 0.1
N#Cc1ccccc1NC(=O)Nc1cccs1 | -0.7% | 0.1% | 12% | -6% | -12% | 13% | 10% | 3.8% | i | 1.6
N#Cc1ccccc1/C=C/C(=O)N1CCOCC1 | -0.5% | 0.1% | -5% | -10% | 0%[20 µM] | -3% | 11% | -3.0% | i | 1.1
CCC(C)(C)n1nnnc1C(c1ccccn1)N1CCOCC1 (centres undefined) | 1.0% | 0.1% | 9% | 7% | -11% | 12% | 9% | -0.3% | i | 3.4

A portion of the library, so the mix of outcomes need not match the whole.
